HepG2 tox = kills HepG2 cells in TGF-b inhibitor counter-screen; HepG2 CAGA-GFP viability, ATP luminescence, 18 h; Potency, µM (titrated, usually from 46.1 µM), inactives show at the top dose activity change, negative = cytotoxicity, most hits filed as cytotoxic; actives 0.76% (n = 410,000); note: some results filed as inactive show a strong effect at the top dose
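CellTiter-Glo luminescence gave cytotoxicity after 18 hours at 37 degrees C. The cells were HepG2 CAGA-GFP in 1% FBS DMEM, stimulated with 500 pg/mL TGF-beta after compound addition. %Activity was normalised to no-cell wells (complete cell-killing) and DMSO (no toxicity), and curves were fitted and classified.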
A549 viability = A549 cytotoxicity, counter-screen for Nrf2 inhibitors. actives 0.16% (n = 390,000). A549 ARE-Fluc cells, CellTiter-Fluor viability, 18-24 h. Potency, µM (series often up to 46 µM), inactives show at the top dose activity change, negative = cytotoxicity, most hits filed as inhibitors; note: % is set by controls: 0 for no effect and ±100 for the full control effect
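Cytotoxicity counterscreen: CellTiter-Fluor fluorescence was measured in A549 ARE_Fluc cells after 18-24 h of compound exposure in a concentration series. The subsequent BugLite luminescent read reports ARE-luciferase activity.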
Nrf2 block = blocks Nrf2 signaling; A549 ARE-Fluc reporter, luciferase luminescence, 18-24 h; Potency, µM (top dose mostly 46 µM), inactives show at the highest dose activity change, negative = inhibition, usual class: inhibitors; actives 2.1% (n = 360,000); AID 504444; note: % is set by controls: 0 for no effect and ±100 for the full control effect; nearly all actives have a fitted effect of over 60% in size
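A549 ARE_Fluc cells (5000/well, 5% FBS OPTI-MEM) pre-incubated 2 h, then treated with compounds 18-24 h at 37C/5% CO2 in concentration-response. CellTiter-Fluor viability read first; BugLite luciferase luminescence after 15 min at room temperature gives Nrf2 activity.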
ATXN2 expr inh = ATXN2 expression inhibition | HEK-293 ATXN2-luciferase reporter, luminescence, 24 h | Potency, µM (highest dose often 57 µM), for the others: top-dose activity change, negative = inhibition, actives largely listed as inhibitors | actives 0.72% (n = 360,000); note: % is set by controls: 0 for no effect and ±100 for the full control effect; nearly all actives have a fitted effect of over 55% in size
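qHTS (up to 57 uM final) was run with 24 h compound exposure of reporter cells at 37 °C. Each well was multiplexed: SteadyGlo luminescence measured ATXN2-luciferase expression after a fluorogenic Gly-Phe-AFC viability readout (25 uM final).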
TGFb inhibitor = TGF-b pathway inhibition | HepG2 CAGA-GFP TGF-b/SMAD3 reporter, GFP fluorescence, 18 h; TGF-beta stimulated, 500 pg/mL final | Potency, µM (highest dose often 46.1 µM), for inactives: at the highest dose activity, negative = inhibition, usual class: inhibitors | actives 1.2% (n = 410,000) | AID 588855; note: % is set by controls: 0 for no effect and ±100 for the full control effect; nearly all actives have a fitted effect of over 65% in size
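TGF-beta reporter screen: HEPG2 CAGA-GFP, 1% FBS, 500 pg/mL TGF-beta final, 18 h; per-cell GFP summed per well; curves fitted and categorized by class.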
MCF10A rereplic = DNA re-replication induction in MCF 10a cells | Potency, µM (top dose mostly 46.1 µM), for the others: at the highest dose activity, positive = re-replication, actives largely listed as activators | MCF 10A DNA re-replication, Hoechst nuclear intensity, 48 h | actives 2.9% (n = 350,000); note: % of control where 0% means no effect; nearly all actives have a fitted effect of over 50% in size
EPAC2 antag = EPAC2 (human) antagonism; AID 720708; Potency, µM (top dose mostly 114 µM), for the others: top-dose activity, negative = inhibition, hits mostly inhibitors; actives 0.18% (n = 360,000); Q8WZA2; EPAC2 GEF exchange of Rap1B-BODIPY-GDP, fluorescence; note: % is set by controls: 0 for no effect and ±100 for the full control effect; nearly all actives have a fitted effect of over 45% in size; many of its hits are not listed in these tables
Target sequence (Q8WZA2 whole entry, looked up): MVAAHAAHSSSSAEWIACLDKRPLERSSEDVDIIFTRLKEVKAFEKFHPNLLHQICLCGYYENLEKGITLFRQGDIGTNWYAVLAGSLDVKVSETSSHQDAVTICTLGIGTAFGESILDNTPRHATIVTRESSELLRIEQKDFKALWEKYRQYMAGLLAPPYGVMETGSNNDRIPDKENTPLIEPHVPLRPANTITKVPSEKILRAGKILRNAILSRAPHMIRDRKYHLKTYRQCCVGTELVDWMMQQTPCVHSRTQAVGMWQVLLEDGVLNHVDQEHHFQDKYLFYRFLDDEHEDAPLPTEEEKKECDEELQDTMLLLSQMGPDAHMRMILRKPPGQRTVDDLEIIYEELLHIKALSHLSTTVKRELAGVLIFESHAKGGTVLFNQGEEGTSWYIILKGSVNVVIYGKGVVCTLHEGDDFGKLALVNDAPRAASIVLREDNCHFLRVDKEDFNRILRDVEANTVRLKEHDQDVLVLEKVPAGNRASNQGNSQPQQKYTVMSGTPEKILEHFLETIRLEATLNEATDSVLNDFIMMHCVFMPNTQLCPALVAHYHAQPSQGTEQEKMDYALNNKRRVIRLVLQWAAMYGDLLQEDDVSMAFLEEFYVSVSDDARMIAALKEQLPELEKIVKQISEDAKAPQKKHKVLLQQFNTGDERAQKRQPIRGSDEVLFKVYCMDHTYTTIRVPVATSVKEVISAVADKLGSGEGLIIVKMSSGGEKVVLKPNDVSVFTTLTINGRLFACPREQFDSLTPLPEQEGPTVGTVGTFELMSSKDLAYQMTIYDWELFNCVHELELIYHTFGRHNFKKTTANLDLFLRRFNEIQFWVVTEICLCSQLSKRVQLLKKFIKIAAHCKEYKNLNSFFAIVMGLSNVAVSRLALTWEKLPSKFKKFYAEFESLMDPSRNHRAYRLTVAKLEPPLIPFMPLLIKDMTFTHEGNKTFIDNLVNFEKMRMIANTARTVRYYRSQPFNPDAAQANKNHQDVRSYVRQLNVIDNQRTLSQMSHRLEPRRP
Nrf2 ARE act = Nrf2 pathway activation. AREc32 ARE-luciferase reporter (MCF7-derived line), luminescence, 24 h. Potency, µM (titrated, usually from 46.1 µM), without a hit: at the highest dose activation, most hits filed as activators. actives 0.31% (n = 410,000). AID 624171; note: % of control where 0% means no effect; nearly all actives have a fitted effect of over 65% in size
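Quantitative high-throughput format: AREc32 reporter cells, 1000 per well, received compound by pin transfer and were incubated 24 hr at 37 deg C, 5% CO2, before Steady-Glo luminescence detection.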
ATXN viability = cell viability loss in ATXN counter-screen; S2 cells (HEK-293 line with an ATXN2-luciferase reporter) viability, CellTiter-Fluor protease fluorescence, 24 h; Potency, µM (titrated, usually from 56.7 µM), actives largely listed as cytotoxic; actives 0.49% (n = 400,000); AID 651635; note: nearly all actives have a fitted effect of over 40% in size
* hit, by the source's call; i = inactive; u = inconclusive; x = not tested or not shown; & = joins results of further samples; [ ] = another dose, or the depositor's remark. Calls come from the whole dose curve; as a rule, active = well fitted curve in the direction sought with a large enough effect; inconclusive = small, poorly fitted or top-dose-only effect, or another doubt; inactive = no such curve, though single readings can be large; an effect the other way counts as inactive or inconclusive. Potency is the fitted concentration of half-maximal effect. Only part of the results is shown; the hit share may differ from the screen's.

SMILES | HepG2 tox | A549 viability | Nrf2 block | ATXN2 expr inh | TGFb inhibitor | MCF10A rereplic | EPAC2 antag | Nrf2 ARE act | ATXN viability
O=C(NCC1CCCO1)C1c2ccccc2Oc2ccccc21 (stereo not drawn) | -49.9% | -0.1% | -3.0% | -17.3% | 0.0% | -2.6% | 8.6% | -0.5% | i
O=C(CN1CCN(S(=O)(=O)c2ccc(F)c(Cl)c2)CC1)N1CCOCC1 | 1.6% | 3.7% | 0.1% | 2.3% | -3.4% | 8.3% | 2.1% | -0.6% | i
O=C(Nc1cc(Cl)ccc1Cl)c1ccc(OC(=O)c2ccco2)cc1 | -22.1% | -8.0%[1.84 µM] | -3.1% | 14.5% | 9.5% | 2.6% | -1.1% | 21.1% | i
CC(C)CCN1CCN(CC#Cc2ccccc2)CC1CCO (stereo not drawn) | -20.6% | 0.0% | -13.6% | x | -8.1% | 8.1% | 2.8% | -0.1% | i
COc1ccc(N2CCN(CCNS(=O)(=O)c3ccc(C)cc3)CC2)cc1 | -16.7% | 3.3% | u | 4.1% | u | 2.8% | 3.9% | 2.6% | i
COc1ccc(CNC(=O)CNC(=O)CNS(=O)(=O)c2ccc(C)c(C)c2)cc1 | -1.8% | -4.9% | -20.8% | -11.3% | 18.3% | 1.8% | 3.4% | -0.6% | u
Cc1ccc(NC(=O)COC(=O)c2cc(=O)c3ccccc3o2)c(Br)c1 | -23.4% | 9.0% | 15.7% | 4.2% | -4.4% | 21.4% | 1.5% | 1.5% | i
O=C(COc1ccccc1Cl)Nc1cnn(Cc2ccccc2)c1 | 4.2% | 12.9% | x | 3.0% | 0.0% | u | -0.5% | 1.5% | i
CCOc1cccc2cc(-c3nc4sc5c(c4c(=O)[nH]3)CCC(C(C)(C)C)C5)c(=O)oc12 (stereo not drawn) | 8.6% | 5.2% | 20.2% | x | 24.4% | x | x | 0.3% | x
COc1ccc(C2Nc3ccccc3C(=O)N2c2ccccc2)cc1COc1ccccn1 (stereo not drawn) | -32.1% | -1.8% | 5.3% | 17.4% | -0.9% | -0.7% | -4.5% | 2.1% | i
COc1ccc(Oc2ccc(C(F)(F)F)cc2N)cc1 | 6.5% | 8.1% | 4.6% | -3.9% | -5.9% | u | -18.1% | 6.3% | i
COc1cccc(C(c2sc3nc(-c4ccco4)nn3c2O)N2CCC3(CC2)OCCO3)c1 (stereo not drawn) | 5.1% | -0.3% | x | 14.1% | 0.4% | x | x | 5.9% | i

Look-ups from the entries so far.
COc1ccc(Oc2ccc(C(F)(F)F)cc2N)cc1 in EPAC2 antag → -18.1%
COc1cccc(C(c2sc3nc(-c4ccco4)nn3c2O)N2CCC3(CC2)OCCO3)c1 (stereo not drawn) in TGFb inhibitor → 0.4%
Cc1ccc(NC(=O)COC(=O)c2cc(=O)c3ccccc3o2)c(Br)c1 in HepG2 tox → -23.4%
O=C(COc1ccccc1Cl)Nc1cnn(Cc2ccccc2)c1 in HepG2 tox → 4.2%
O=C(CN1CCN(S(=O)(=O)c2ccc(F)c(Cl)c2)CC1)N1CCOCC1 in EPAC2 antag → 2.1%

(further entries)
SMILES | HepG2 tox | A549 viability | Nrf2 block | ATXN2 expr inh | TGFb inhibitor | MCF10A rereplic | EPAC2 antag | Nrf2 ARE act | ATXN viability
Cc1cc(Br)ccc1NC(=O)CSCc1c(C)noc1C | -18.6% | -1.8% | -14.0% | -5.2% | -17.5% | 11.9% | -13.3% | -0.1% | i
COc1ccccc1CCC(=O)Nc1cccc(S(=O)(=O)N2CCOCC2)c1 | 1.5% | 0.8% | 6.9% | -2.8% | 0.6% | -0.7% | -3.4% | 0.5% | i
CC(C)c1cc(N=NC(N)=O)cc(C(C)C)c1O | -0.8% | -4.1% | 12.3% | x | 0.1% | 17.0% | 3.0%[57.1 µM] | 5.0% | i
COc1cccc(C(=O)N2CCN(c3ncccn3)CC2)c1 | 0.3% | 2.2% | -0.7% | -2.5% | -6.1% | 0.0% | -2.7% | -1.0% | i
N=c1n(CCCOc2ccc(Br)cc2)c2ccccc2n1CC(N)=O | -71.9% | 1.7% | -7.5% | -35.2% | u | 7.9% | 0.8% | 5.9% | i
COCCCN(C(=O)CCOc1ccccc1C)c1c(N)n(Cc2ccccc2)c(=O)[nH]c1=O | -3.4% | 0.3% | -0.4% | -19.8% | 7.3% | -10.9% | 5.9% | 0.2% | i
CCOC(=O)C1CCN(c2ccc(C(N)=O)cc2[N+](=O)[O-])CC1 | 6.7% | -5.6% | -15.2% | -7.4% | -4.5% | 0.4% | -2.5% | -0.2% | i
C=CCOc1ccc(/C=N/n2nnnc2N)cc1OC | -6.8% | 4.4% | 10.2% | -32.4% | 6.2% | -2.5% | -5.1% | 6.2% | u
COc1cc(Cl)c(NS(=O)(=O)c2c(C(=O)N3CCCC3)c(C)n(C)c2C)c(OC)c1 | 5.7% | -0.4% | 2.6% | 9.9% | -0.2% | -1.8% | -1.3% | -0.1% | i
CN(C(=O)c1cc(C(=O)N(C)c2ccccc2)cc([N+](=O)[O-])c1)c1ccccc1 | -0.3% | 5.5% | 9.4% | 0.5% | -13.4% | 11.7% | -8.8% | -0.3% | i
CN(Cc1ccccc1)Cc1nc2c(c(=O)n(C)c(=O)n2C)n1Cc1ccc(F)cc1 | -30.7% | -3.3% | -4.7% | -8.6% | -16.0% | 10.3% | -12.9% | 0.2% | i
CC(O)(C#CCN1CCOCC1)c1ccccc1 (stereo not drawn) | -2.0% | u | -4.4% | 2.7% | 0.6% | 0.0% | -6.3% | 2.8% | i

Full records as entered above. Screens in order: HepG2 tox, A549 viability, Nrf2 block, ATXN2 expr inh, TGFb inhibitor, MCF10A rereplic, EPAC2 antag, Nrf2 ARE act, ATXN viability
CC(O)(C#CCN1CCOCC1)c1ccccc1 (stereo not drawn) across the screens: -2.0%, u, -4.4%, 2.7%, 0.6%, 0.0%, -6.3%, 2.8%, i
COc1cc(Cl)c(NS(=O)(=O)c2c(C(=O)N3CCCC3)c(C)n(C)c2C)c(OC)c1 across the screens: 5.7%, -0.4%, 2.6%, 9.9%, -0.2%, -1.8%, -1.3%, -0.1%, i

The list continues.
SMILES | HepG2 tox | A549 viability | Nrf2 block | ATXN2 expr inh | TGFb inhibitor | MCF10A rereplic | EPAC2 antag | Nrf2 ARE act | ATXN viability
CCCCCCOc1ccc(C(CC(=O)O)C(N)=O)cc1 (stereo not drawn) | -24.0% | -0.2% | 1.3% | 5.8% | 24.3% | 4.1% | -2.0% | -0.1% | i
Cc1ccc2nc(-c3ccc(-c4ccccn4)s3)cn2c1 | -33.1% | -11.0% | u | 28.7% | -20.0% | 7.3% | 11.5% | -0.9% | i
Cc1cccc(NC(=O)C2CCN(S(=O)(=O)c3ccc4c(c3)CCCN4C(=O)C3CCC3)CC2)c1 | -13.8% | 4.5% | x | -7.8% | 3.3% | x | x | 3.2% | i
O=C(C[n+]1cccc(NC(=O)c2ccccc2)c1)c1ccc(NC(=O)c2ccccc2)cc1 | 9.7% | -2.7% | -5.4% | -1.8% | 8.7% | -3.3% | -0.6% | 1.9% | i
CCN(CC)C(=O)c1sc2c(c1C)c(=O)n(Cc1ccccc1)c(=O)n2CC(=O)Nc1ccc(OC)cc1 | -2.5% | -6.4% | x | x | 0.0% | x | x | 0.5% | x
O=C(COc1ccc(F)cc1)Nc1nnc(SCc2cc(=O)n3ccccc3n2)s1 | -0.8% | 0.4% | x | 0.2% | 14.2% | x | x | -0.5% | i
CC1(C(=O)NS(=O)(=O)c2cccc(F)c2)CCN1C(=O)CC1CCCC1 (stereo not drawn) | 4.0% | x | x | 13.9% | -5.2% | x | 10.5% | -0.5% | i
Cc1ccc(NC(=O)CSc2nnc(-c3cccnc3)n2-c2ccc(C)cc2)cc1 | -19.9% | -7.6% | -2.1% | -22.4% | 12.3% | 8.0% | 9.4% | -0.3% | i
O=C(Nc1ccccc1)C1=C[C@@H](c2ccc(Br)cc2)C[C@@H](OCCCCO)O1 | -10.6% | -7.6% | 25.5% | 34.9%[activator] | -18.1% | 1.3% | -11.3% | 5.2% | i
COc1ccccc1C(=O)OCC(=O)Nc1cccc(S(=O)(=O)N2CCCC2)c1 | -0.3% | 1.9% | 8.3% | -4.0% | 6.5% | 12.7% | -8.6% | -0.2% | i
CC(=O)Nc1cccc(C(=O)OCc2ccc(C(=O)Oc3ccc(Cl)cc3)cc2)c1 | -14.2% | -2.8% | x | -7.4% | 5.2% | u | -2.1% | -0.2% | i
CCCCCC(=O)Nc1cccc(C2=NOC3(C2)C[C@@H](C(N)=O)N(C(=O)c2ccc(Cl)cc2)C3)c1 (stereo partly drawn) | 18.8% | 3.7% | -15.8% | -19.1% | -19.1% | u | -5.6% | 4.6% | i
Cc1csc(NC(=O)c2ccc(S(=O)(=O)N3CCN(C)CC3)cc2)n1 | -6.6% | 2.5% | 29.5% | 15.2% | -4.2% | 3.6% | 4.6% | 0.6% | i
O=S(=O)(/C=C/c1cccc(Br)c1)N1CCOCC1 | 7.6% | 0.2% | -1.9% | -9.6% | 4.3% | 2.5% | -0.3% | 2.7% | i
CC(C)CNC(=O)N1c2ccccc2Sc2ccccc21 | -25.0% | -7.4% | -10.9% | -1.3% | u | -3.1% | -20.0% | -0.4% | i
COc1cc(OC)cc(C(=O)NCC(=O)OCC(=O)c2cc(OC)ccc2OC)c1 | -45.0% | -1.4% | 15.5% | 3.5% | -0.2% | -4.0% | -5.4% | 0.0% | i
CC(=O)Nc1ccc(S(=O)(=O)N(C)C2CCN(C)CC2)cc1 | -12.6% | 0.4% | 3.2% | -11.6% | -1.8% | 3.3% | 6.8% | 0.0% | i
Cc1ccccc1OC(C)C(=O)Nc1ccc2c(c1)OCO2 (stereo not drawn) | 0.7% | 0.9% | -1.2% | 13.2% | -6.1% | -1.7% | -15.9% | -0.2% | i
COc1cccc(N2CCN(C(=O)c3cc4c(s3)-c3ccccc3OC4)CC2)c1 | -18.8%&-7.9% | 10.4%&1.1% | u | u | -24.5%&7.5% | u | 0.0% | -0.8%&-0.8% | u
CC(C)(C)NC(=O)COC(=O)c1ccccc1C(=O)c1ccccc1 | -2.5% | 0.4% | 1.9% | -30.5% | 23.0% | -2.1% | 0.4% | 5.3% | i
